hgDAF-12 ag: agonists of H. glycines DAF-12 nuclear receptor. HEK293 GAL4-hgDAF12 UAS-luciferase reporter, agonist luminescence; normalized to butyrate control. AID 687014. 370,000 tested, 1.8% active. activation, % at 6.8 µM;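 active = activation above a cutoff set at the mean of all screened compounds plus 3 SD, cut at about 10% in these data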;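 note: 0% = DMSO wells and 100% = sodium butyrate wells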
GC-B act: GC-B (human) receptor activation | 370,000 tested, 0.11% active | HEK293-GC-B cells, CNP EC30, cGMP TR-FRET; 0% at EC30 CNP, 100% saturating CNP | P20594 | activation, % at 10 µM;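 active = activation at 10 µM reaching about 35% in either raw or pattern-adjusted values, limit read from the data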
ADAM10 inh: inhibits human ADAM10. recombinant ADAM10, EDANS/DABCYL FRET peptide cleavage, 3 h. inhibition, % at 7 µM. 370,000 tested, 0.62% active. AID 720582;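 active = inhibition above a per-campaign cutoff equal to the mean of compounds falling between control-based bounds plus 3 SD, cut at about 20% in these data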;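 note: 0% = DMSO wells while the 100% control is not disclosed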
Target sequence (O14672 214-748 limits assumed): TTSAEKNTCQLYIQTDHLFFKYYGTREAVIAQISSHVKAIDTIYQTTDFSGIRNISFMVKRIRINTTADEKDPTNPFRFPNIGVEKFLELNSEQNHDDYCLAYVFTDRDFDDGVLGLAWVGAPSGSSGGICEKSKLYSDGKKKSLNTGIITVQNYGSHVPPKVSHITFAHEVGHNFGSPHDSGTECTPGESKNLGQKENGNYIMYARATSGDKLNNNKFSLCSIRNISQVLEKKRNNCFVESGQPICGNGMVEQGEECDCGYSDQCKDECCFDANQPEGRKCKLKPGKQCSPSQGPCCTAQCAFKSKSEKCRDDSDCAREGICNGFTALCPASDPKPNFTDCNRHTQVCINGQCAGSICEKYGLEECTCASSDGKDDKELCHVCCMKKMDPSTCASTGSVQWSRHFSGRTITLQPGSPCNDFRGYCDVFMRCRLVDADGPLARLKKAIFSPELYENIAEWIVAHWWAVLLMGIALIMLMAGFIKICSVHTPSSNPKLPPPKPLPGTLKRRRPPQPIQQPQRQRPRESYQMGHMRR
ssDAF12 agonist: activates DAF-12 receptor from parasite S. stercoralis; HEK293 ssDAF-12/GRIP1 lit1-tk-luc reporter, luminescence; % of 3 µM dafachronic acid response; activation, % at 6.8 µM; 370,000 tested, 1% active; AID 652126;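 active = activation above the mean over all tested compounds plus 3 SD, cut at about 0.9% in these data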;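 note: 0% = DMSO-only wells and 100% = 3 µM delta7-dafachronic acid wells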
DAX1 inh-1: NR0B1 (DAX1) inhibition; HEK293 Gal4-DAX1 luciferase reporter, luminescence; inhibition, % at 6.75 µM; AID 504766; P51843; 340,000 tested, 0.99% active;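 active = inhibition above the mean over all tested compounds plus 3 SD, cut at about 4.2% in these data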;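 note: 0% = DAX1-transfected cells with DMSO and 100% = empty-vector control cells with DMSO; inhibition shows as a rise in luminescence from relieved DAX1 repression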
Target sequence (P51843 207-470 limits assumed): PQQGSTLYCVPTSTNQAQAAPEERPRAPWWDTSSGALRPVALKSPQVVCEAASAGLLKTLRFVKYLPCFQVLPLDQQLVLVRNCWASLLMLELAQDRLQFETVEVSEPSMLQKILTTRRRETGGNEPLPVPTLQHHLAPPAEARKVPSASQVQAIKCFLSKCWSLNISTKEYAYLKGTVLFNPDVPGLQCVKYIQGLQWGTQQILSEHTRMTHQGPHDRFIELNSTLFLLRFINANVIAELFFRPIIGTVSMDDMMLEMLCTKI
NPR1 activator: GC-A (human) enzyme activation | activation, % at 10 µM | HEK293 GC-A cells, cGMP TR-FRET, EC30 ANP; 0% at EC30 ANP, 100% saturating ANP | 370,000 tested, 0.14% active | AID 1671463; in the data active = activation above about 40%
DAX1 inh-2: blocks DAX1 repression of SF-1 activated StAR promoter; HEK293T StAR-luciferase reporter, SF-1/DAX-1 repression relief; inhibition, % at 6.8 µM; 370,000 tested, 1.1% active; AID 652010;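 active = inhibition above the mean over all tested compounds plus 3 SD, cut at about 3.6% in these data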;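 note: 0% = DAX-1 cells with DMSO and 100% = cells lacking DAX-1 with DMSO; higher inhibition means more luminescence from relief of DAX-1 repression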
hcDAF12 agonist: activators of H. contortus DAF-12 nuclear receptor. HEK293 hcDAF-12 lit1-tk-luc reporter, luminescence; 0% DMSO, 100% Δ7-dafachronic acid. activation, % at 6.8 µM. 370,000 tested, 1.4% active. AID 652067;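 active = activation above the mean of all tested compounds plus 3 SD, cut at about 5.5% in these data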;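 note: 100% = response to 3 µM Δ7-dafachronic acid high control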
SMARCA2 act: activators of SMARCA2 function | MG213 cells, MMTV-luciferase reporter, dexamethasone, overnight | activation, % at 9.1 µM | 370,000 tested, 1% active | AID 652017; in the data active = activation above about 7.8%;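 note: 0% = vehicle wells and 100% = reference activator wells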
GAA850 FXN act: increases GAA850 frataxin promoter reporter activity | HEK293 lucGAA850 FXN promoter luciferase reporter, 24 h; percent of 10 µM SAHA response | activation, % at 6 µM | 360,000 tested, 0.56% active | AID 540364;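 active = activation above the average of all compounds screened plus 3 SD, cutoff fixed separately per campaign, cut at about 7.5% in these data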;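 note: 0% = DMSO wells and 100% = 10 µM SAHA wells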
HGIII-sPLA2 inh: Blocks human group III sPLA2 activity. Q9NZ20. QFRET BODIPY PC-A2 liposome hydrolysis, fluorescence. inhibition, % at 12.2 µM. 370,000 tested, 0.56% active. AID 743126;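 active = inhibition above mean plus 3 SD of compounds lying within the high and low control bounds, cut at about 19% in these data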;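 note: 0% = median of test compound wells and 100% = no enzyme DMSO wells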
* marks the source's active call; other numbers are inactive results; i = inactive; nt = not tested or not shown.

SMILES | hgDAF-12 ag | GC-B act | ADAM10 inh | ssDAF12 agonist | DAX1 inh-1 | NPR1 activator | DAX1 inh-2 | hcDAF12 agonist | SMARCA2 act | GAA850 FXN act | HGIII-sPLA2 inh
O=C(c1ccco1)N1CCN(C(=O)C(Cc2ccccc2)NS(=O)(=O)c2cccs2)CC1 (centres undefined) | 1.1 | 5 | -1 | -1.0 | -0.7 | 0 | 0.4 | 1.8 | 5 | 2.6 | -4
O=C(Cc1ccccc1F)NC1CCSc2ccccc21 (centres undefined) | -1.5 | 4 | -4 | -1.4 | -0.2 | 1 | 2.1 | -0.7 | -2 | -0.3 | 5
COc1cc([N+](=O)[O-])ccc1NC(=O)NCc1ccco1 | 6.0 | -1 | 19 | -1.2 | -0.6 | 2 | -0.8 | -0.4 | 0 | 1.2 | 6
CN1[C@H](Cc2ccccc2)COc2cccc(F)c2S1(=O)=O | -1.3 | -4 | -4 | -0.3 | nt | 1 | -1.0 | -3.1 | -3 | nt | -4
COc1ccc(/C=N\NC(=O)CCc2c(C)n[nH]c2C)c(OC)c1OC | 5.0 | -2 | 3 | -0.1 | -0.5 | 2 | 0.3 | 3.4 | 0 | 1.0 | 0
O=C(Nc1ccccc1Cl)C(=O)c1cn(CC(=O)N2CCOCC2)c2ccccc12 | 6.7 | -1 | 5 | 0.3 | 2.4 | 0 | 0.7 | 7.6* | 1 | 4.0 | 6
COC(=O)c1cccc(NC(=O)NC2CCCN2S(=O)(=O)c2ccc(Cl)cc2)c1 (centres undefined) | -0.5 | 4 | 2 | -1.1 | 1.4 | 0 | -0.6 | -1.4 | 1 | -2.9 | -33
CCCC(=O)Nc1ccccc1NC(=O)c1cc(OC)c(OC)c(OC)c1 | 0.8 | 1 | 5 | -1.3 | 1.2 | 2 | -0.5 | -1.4 | -4 | 2.8 | -2
CCn1c(=O)c2cc(C(=O)N(C)CC(OC)OC)sc2c2ccccc21 | 3.0 | 8 | -285 | -1.6 | -1.0 | 4 | -0.6 | -2.4 | 4 | 2.0 | -3
CCOC(=O)c1nn(-c2ccccc2F)c(C)c1C(C)=O | -1.7 | -2 | 1 | -0.8 | 0.1 | -7 | -0.2 | -0.6 | 1 | 0.6 | 3
CC1(C)CC(NC(=O)c2ccccc2Cl)CC(C)(C)N1 | -1.7 | 0 | 3 | -0.7 | -0.1 | 1 | 0.5 | -0.5 | -1 | 0.6 | -3
COc1cc2c3c(c1)C1(C(=O)N3C(C)(C)C=C2C)C(C#N)=C(N)Oc2cc(C)oc(=O)c21 (centres undefined) | -1.4 | -2 | -1 | -1.4 | -0.1 | -6 | -0.5 | 0.0 | 1 | 0.1 | -5
COC(=O)CCCn1cc(CN2CC(N3CCCCC3)CS2(=O)=O)nn1 (centres undefined) | -0.5 | 2 | -6 | -1.1 | nt | 1 | 0.4 | -1.7 | -3 | nt | 7
Nc1ccccc1SCc1csc(-c2ccc(Cl)cc2)n1 | 4.1 | -10 | 6 | -0.6 | -0.7 | -12 | 0.3 | 3.2 | 2 | 5.4 | 1
CC(C)c1nccn1CCC(=O)O | 0.4 | -3 | -6 | -1.6 | 2.5 | 3 | 0.1 | -0.2 | 0 | 2.6 | 5
O=C1c2ccccc2C(=O)N1c1ncn[nH]1 | 0.8 | -2 | 6 | -1.3 | 0.3 | 0 | 0.3 | 0.3 | -3 | 0.2 | 0
COc1ccc(OC)c(NC(=O)C2CC(=O)N(c3ccccc3)C2)c1 (centres undefined) | 2.2 | -2 | -2 | -1.6 | -0.3 | 1 | -0.6 | -1.3 | -2 | 3.5 | 5
CSc1ccc(S(=O)(=O)NCC(=O)OCC(=O)N(C)Cc2ccccc2)cc1[N+](=O)[O-] | -1.6 | -4 | 8 | -1.2 | -0.2 | 0 | 0.8 | 1.8 | 0 | -0.9 | -18
Cc1cc(Nc2cccc(Cl)n2)n(-c2ccccc2)n1 | -3.6 | 0 | -2 | -1.0 | -0.7 | 0 | -1.2 | -3.5 | -2 | 2.9 | 0
O=C(NCc1ccccc1)C(c1ccccc1)N(C(=O)c1csnn1)C1CCCC1 (centres undefined) | 0.3 | -2 | -10 | -1.0 | 1.2 | -7 | -0.2 | 1.2 | -3 | -1.1 | -5
CCCOC(=O)c1c(NC(=O)C2C3C=CC(C3)C2C(=O)O)sc2c1CCC(C)C2 (centres undefined) | -0.5 | -6 | -2 | -1.2 | 1.3 | 0 | 0.4 | -0.9 | -1 | -1.9 | -27
COc1ccccc1NC(=O)CSc1nnc(COc2ccc(Cl)cc2)n1Cc1ccco1 | -2.4 | -4 | -3 | -1.4 | -2.2 | -12 | -0.8 | -2.9 | -2 | 0.0 | -11
CC1(OC(=O)CCc2ccccc2)C(=O)C=C2C=C(c3ccc(C#N)cc3)N(CC3CC3)C=C2C1=O (centres undefined) | 0.8 | 5 | -75 | -0.9 | 0.5 | -2 | 0.5 | -1.7 | 1 | 0.3 | 0
C/C(=N\NC(=S)NCCc1ccccc1)c1cccs1 | 3.3 | -3 | 5 | -1.0 | -0.6 | 5 | -0.9 | 0.0 | -2 | 2.7 | 2
Cc1cccc(NC(=S)N(CCN2CCOCC2)Cc2cc3cc4c(cc3[nH]c2=O)OCO4)c1 | -5.5 | -6 | -200 | -0.5 | -1.3 | -3 | 0.9 | -0.8 | -5 | 2.3 | 1

(listing goes on)
SMILES | hgDAF-12 ag | GC-B act | ADAM10 inh | ssDAF12 agonist | DAX1 inh-1 | NPR1 activator | DAX1 inh-2 | hcDAF12 agonist | SMARCA2 act | GAA850 FXN act | HGIII-sPLA2 inh
CN(C)c1ccc2cc(S(=O)(=O)O)cc(O)c2c1 | -1.7 | -7 | i | -0.8 | -1.2 | -9 | -2.0 | -0.1 | -3 | -2.2 | 10
C=CCN1[C@H](CO)[C@H](c2ccc(Br)cc2)[C@@H]1C#N | 1.7 | -6 | 4 | -0.5 | nt | -2 | 1.2 | 1.7 | 4 | nt | 9
COc1ccc(C(=O)Cc2ccc(F)cc2)c(OC)c1 | 9.8 | -1 | -10 | -0.8 | 0.4 | 0 | 1.5 | -1.1 | 2 | 4.7 | -7
Cc1nn(CC(=O)Nc2ccc(C(=O)N3CCCCC3)cc2)c(=O)c2ccccc12 | -3.2 | 1 | 3 | -1.3 | 0.7 | 5 | -0.5 | -2.8 | -2 | -0.4 | 0
Cc1cccc(-n2ncc3c2CCCC3NC(=O)CCN2CCCCO2)c1C (centres undefined) | -1.1 | 3 | -11 | -1.4 | 0.1 | 0 | -5.0 | -2.2 | -3 | -0.5 | -6
CCN1CCN(C(=O)c2c(-c3c(Cl)cccc3Cl)noc2C)CC1 | -1.6 | 0 | -4 | -1.0 | 0.6 | -8 | -0.1 | -3.1 | -2 | 0.1 | -1
C[C@H](CO)N1C[C@H](C)[C@@H](CN(C)Cc2ccc(-c3ccccc3)cc2)Oc2c(NS(=O)(=O)c3cn(C)cn3)cccc2C1=O | -0.3 | 4 | -5 | -1.2 | 0.8 | 2 | 0.3 | -1.1 | 0 | 1.1 | -12
COc1ccc(-c2cc(-c3cccs3)nc(OC)c2C#N)cc1OC | 1.0 | -3 | -160 | -1.1 | -0.6 | 8 | -0.2 | 0.1 | -2 | 1.0 | 3
CCCOc1ccc(N2C(=O)CC(NCc3cccnc3)C2=O)cc1 (centres undefined) | 4.1 | -4 | 4 | -1.3 | 2.3 | 4 | 0.0 | -0.9 | -1 | -0.3 | 4
COc1ccc(C(=O)NC2CCN(CC(=O)NC3CCCCC3)CC2)cc1 | 0.0 | 2 | -13 | -1.0 | -0.3 | -4 | -0.1 | -0.8 | -2 | -0.4 | 14
Cc1ccc2nc(N/C(N)=N/S(=O)(=O)c3ccc([N+](=O)[O-])cc3)nc(C)c2c1 | 0.8 | -5 | -5 | -2.1 | -1.2 | -9 | -0.9 | 0.5 | -3 | -1.9 | 7
O=C(NCC1CC1)NC(=O)c1c(F)cccc1Cl | -0.8 | 0 | 3 | -1.1 | 1.8 | 1 | 0.2 | 0.1 | 4 | 2.8 | 0
COCCCN(C(=O)C(C)Oc1ccc(Br)cc1)c1c(N)n(Cc2ccccc2)c(=O)[nH]c1=O (centres undefined) | 0.4 | -12 | -14 | -1.2 | 0.4 | -6 | -1.3 | -0.7 | 1 | -2.2 | 1
O=C(CSc1c[nH]c2ccccc12)N1CCOCC1 | 4.9 | 2 | 4 | -0.3 | 0.4 | 1 | 0.0 | 2.8 | 1 | -2.6 | 0
CCCOc1ccc(-c2c(C(=O)N/N=C(\C)c3ccco3)nnn2-c2nonc2N)cc1 | 0.4 | 9 | -4 | -0.7 | -0.6 | -2 | -0.8 | 0.4 | -3 | 1.3 | -6
Nc1nc(COc2ccc(Cl)cc2)cs1 | 5.7 | 1 | 11 | -0.7 | 0.6 | 6 | 1.2 | 0.6 | 10* | 5.2 | 5
FC(F)(F)c1cc(-c2ccco2)nc(NCCc2ccccc2)n1 | 4.2 | -3 | -15 | -0.7 | 1.3 | 11 | 1.4 | 0.1 | 0 | 5.2 | 6
CN(Cc1nc(CCc2ccccc2)no1)Cc1cccs1 | 2.2 | 2 | 5 | -1.2 | 0.3 | 0 | -0.9 | 1.0 | 5 | 0.7 | -2
O=C(Oc1ccc2ccc(OC(=O)N3CCCCCC3)cc2c1)N1CCCCCC1 | 0.5 | 4 | -6 | -0.8 | 0.7 | 1 | 0.1 | -1.1 | 2 | 2.2 | -8
O=C(NCc1ccccc1)C1CCCN(S(=O)(=O)c2ccc(-n3cnnn3)cc2)C1 (centres undefined) | -0.7 | 1 | -1 | -0.9 | -0.5 | 2 | 0.0 | -0.9 | 2 | 0.3 | -1
CCOCCCNC(=O)c1c(N)n(-c2ccc(S(N)(=O)=O)cc2)c2nc3ccccc3nc12 | -1.3 | -6 | -372 | -0.6 | 0.5 | -4 | -0.3 | -4.8 | -1 | -1.2 | 1
O=C(NC(c1ccccc1)c1cnccn1)C1CCN(CCOc2ccc(Cl)cc2Cl)CC1 (centres undefined) | -1.5 | 2 | 5 | -0.7 | nt | 4 | 0.7 | 0.4 | -3 | 0.0 | -14
CC(C)CC(C(=O)NC(C)(C)C)N(CC1CCCO1)C(=O)c1snc(C(N)=O)c1N (centres undefined) | -1.4 | -9 | -115 | -0.5 | -1.2 | -12 | 0.1 | -1.0 | -4 | 1.5 | 2
N#C/C(C(=O)NCc1ccccc1)=C1\SC(CCO)C(=O)N1c1ccccc1 (centres undefined) | -1.2 | 2 | -2 | -1.1 | -1.1 | -2 | 0.5 | 1.5 | 2 | 0.9 | -25
CCn1c(CSCc2ccc(F)cc2)nnc1SCC(=O)N1CCN(c2ccccc2)CC1 | -4.3 | -1 | 2 | -1.8 | -2.0 | 0 | -1.3 | -2.8 | -1 | -2.8 | -12

Exported as tab-separated lines: part of the list above
SMILES	hgDAF-12 ag	GC-B act	ADAM10 inh	ssDAF12 agonist	DAX1 inh-1	NPR1 activator	DAX1 inh-2	hcDAF12 agonist	SMARCA2 act	GAA850 FXN act	HGIII-sPLA2 inh
N#C/C(C(=O)NCc1ccccc1)=C1\SC(CCO)C(=O)N1c1ccccc1 (centres undefined)	-1.2	2	-2	-1.1	-1.1	-2	0.5	1.5	2	0.9	-25
CCn1c(CSCc2ccc(F)cc2)nnc1SCC(=O)N1CCN(c2ccccc2)CC1	-4.3	-1	2	-1.8	-2.0	0	-1.3	-2.8	-1	-2.8	-12

Assay outcomes (PubChem BioAssay)
